Assay outcomes: PubChem BioAssay, NMMLSC
Bcl-XL Bim block: disrupts Bim peptide binding to human Bcl-XL. actives 0.04% (n = 190,000). bead flow cytometry, fluorescence. inhibition, % at 10 µM. AID 1007
Target sequence (Q07817 whole entry, looked up): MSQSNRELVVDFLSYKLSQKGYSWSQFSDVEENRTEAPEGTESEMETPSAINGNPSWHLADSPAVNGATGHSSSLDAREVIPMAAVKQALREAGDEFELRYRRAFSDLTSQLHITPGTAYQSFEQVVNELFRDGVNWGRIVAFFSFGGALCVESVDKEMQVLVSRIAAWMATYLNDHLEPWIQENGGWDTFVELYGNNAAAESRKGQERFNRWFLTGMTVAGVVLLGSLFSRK
HRas wt GTP: modulators of GTP binding to human HRas wildtype. actives 0.14% (n = 190,000). P01112. GST-Ras wt beads, Bodipy-FL-GTP binding, flow cytometry; actives lie on both sides. GTP binding activity, % at 10 µM. AID 759;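 active = GTP binding activity at least 20% away from the 100% baseline, either lowered as inhibitor or raised as activator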;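 note: 0% = unlabeled GTP competition control and 100% = no-compound control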
Target sequence (P01112 whole entry, looked up): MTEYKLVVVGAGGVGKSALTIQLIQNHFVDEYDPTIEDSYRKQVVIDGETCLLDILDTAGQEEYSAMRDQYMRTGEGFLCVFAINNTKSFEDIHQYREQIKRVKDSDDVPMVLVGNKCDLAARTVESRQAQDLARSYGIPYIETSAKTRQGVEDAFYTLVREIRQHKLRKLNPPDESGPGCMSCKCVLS
Bim-Bfl-1: inhibitors of Bim-Bfl-1 interaction, human; Q16548; Bead-based flow cytometry, Bim-Bfl-1 binding inhibition; inhibition, % at 10 µM; actives 0.12% (n = 190,000);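 note: 0% = wells without compound plus tracer and 100% = blocker peptide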
Rab7 wt modul: alters GTP binding to wildtype dog Rab7; GST-Rab7 beads, fluorescent GTP binding, flow cytometry; actives lie on both sides; untreated = 100%, excess cold GTP = 0%; actives 0.055% (n = 190,000); AID 758; GTP binding activity (percent of control), % at 10 µM;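 active = fluorescent GTP binding to Rab7 beads changed by at least 20 points from the 100% baseline, either direction, mostly lower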;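 note: median green fluorescence of bound Bodipy-FL-GTP per Rab7 bead population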
Bim-Bcl-B: human Bim-Bcl-B interaction inhibition; Q9HD36; actives 0.073% (n = 190,000); inhibition, % at 10 µM; bead-based flow cytometry, Bim peptide-Bcl-B binding;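 note: 0% = tracer peptide without compound and 100% = reference inhibitor peptide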
Target sequence (Q9HD36 whole entry, looked up): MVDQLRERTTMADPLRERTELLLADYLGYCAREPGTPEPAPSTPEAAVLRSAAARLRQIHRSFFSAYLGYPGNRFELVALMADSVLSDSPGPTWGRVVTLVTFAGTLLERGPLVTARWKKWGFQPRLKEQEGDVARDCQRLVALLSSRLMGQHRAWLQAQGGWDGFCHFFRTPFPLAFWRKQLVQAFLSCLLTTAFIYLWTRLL
Rac1 mut GTP: human Rac1 activated mutant GTP binding change; GST-Rac1 activated beads, fluorescent GTP binding, flow cytometry; actives lie on both sides; 100% means binding = to untreated wells; P63000; actives 0.11% (n = 190,000); percent activity (GTP binding), % at 10 µM;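 active = GTP binding at least 20 percentage points away from the 100% baseline, in either direction, so actives lie on both sides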
Cdc42 wt: modulators (inhibitors or activators) of GTP binding to human Cdc42 wildtype. percent activity (GTP binding), % at 10 µM. P60953. AID 761. actives 0.2% (n = 190,000). GST-Cdc42 beads, Bodipy-GTP binding, flow cytometry; actives lie on both sides;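 active = percent activity GTP binding at least 20 points away from the 100% baseline, either down as inhibitor or up as activator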;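 note: median bead fluorescence of bound Bodipy-FL-GTP at 100 nM; 0% = excess unlabeled GTP control and 100% = no compound control; below 100% means less GTP binding so inhibitor and above means activator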
Rab2 wt GTP: changes GTP binding to wildtype dog Rab2A, up or down; P61105; GST-Rab2 wt beads, Bodipy-GTP binding, flow cytometry; AID 760; GTP binding activity, % at 10 µM; actives 0.19% (n = 190,000);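 active = GTP binding activity at least 20 points away from 100%, either lowered or raised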;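 note: 0% = beads with excess unlabeled GTP and 100% = no-compound control corrected for plate trend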
Bim-Bcl-2: human Bim-Bcl-2 interaction inhibition; P10415; Bead-based flow cytometry, Bim peptide-Bcl-2 binding; inhibition, % at 10 µM; actives 0.06% (n = 190,000); AID 950; in the data active = inhibition above about 40%;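 note: 0% = no compound wells with probe peptide and 100% = reference peptide inhibitor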
Target sequence (P10415 whole entry, looked up): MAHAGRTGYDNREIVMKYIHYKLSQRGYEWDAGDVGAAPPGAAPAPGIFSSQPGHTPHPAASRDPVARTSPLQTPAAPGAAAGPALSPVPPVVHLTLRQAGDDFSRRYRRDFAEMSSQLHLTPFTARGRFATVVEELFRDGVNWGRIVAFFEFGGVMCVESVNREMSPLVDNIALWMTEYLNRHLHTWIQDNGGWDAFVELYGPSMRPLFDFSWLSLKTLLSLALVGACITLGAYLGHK
Rac1 wt modul: alters GTP binding to wildtype human Rac1; P63000; GST-Rac1 beads, fluorescent GTP binding, flow cytometry; actives lie on both sides; 0 = cold GTP competed, 100 = untreated; GTP binding activity (% of control), % at 10 µM; actives 0.27% (n = 190,000); AID 757;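 active = GTP binding activity at least 20 points away from the 100% control level, either lower or higher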
Bim-Bcl-W: inhibitors of Bim-Bcl-W interaction, human; bead-based flow cytometry, Bim peptide-Bcl-W binding; actives 0.02% (n = 190,000); inhibition, % at 10 µM; Q92843;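 note: 0% = bound tracer without compound and 100% = peptide blocker; higher means less fluorescent Bim peptide bound to Bcl-W beads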
Target sequence (Q92843 whole entry, looked up): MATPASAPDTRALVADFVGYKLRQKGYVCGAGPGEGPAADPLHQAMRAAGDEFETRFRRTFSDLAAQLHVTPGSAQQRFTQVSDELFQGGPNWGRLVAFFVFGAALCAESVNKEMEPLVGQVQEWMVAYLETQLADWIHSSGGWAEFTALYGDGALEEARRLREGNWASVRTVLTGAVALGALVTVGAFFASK
Starred values were filed as active, the others as inactive; [ ] = another dose, or the depositor's remark. Cut-off read from the data, not from the text of the source, unless noted: active = inhibition above about 40%.

Fields: Bcl-XL Bim block | HRas wt GTP | Bim-Bfl-1 | Rab7 wt modul | Bim-Bcl-B | Rac1 mut GTP | Cdc42 wt | Rab2 wt GTP | Bim-Bcl-2 | Rac1 wt modul | Bim-Bcl-W
> Cn1nnnc1SCC(=O)N(C1CCCCC1)C1CCS(=O)(=O)C1 (stereo not given)
→ -3 | 93 | -8 | 96 | -5 | 94 | 97 | 94 | 0 | 93 | -2
> O=C(O)/C=C/c1cccc(NS(=O)(=O)c2ccccc2)c1
→ -7 | 101 | 0 | 100 | -7 | 99 | 103 | 97 | -2 | 103 | -5
> Cn1cccc1Cc1nnc(SCC(=O)Nc2ccccc2F)n1CCc1ccccc1
→ 0 | 101 | -1 | 100 | -4 | 101 | 99 | 101 | -5 | 104 | -3
> Cc1ccc(S(=O)(=O)N(C)C)cc1NC(=O)CCNC(=O)c1ccccc1Cl
→ -6 | 99 | -6 | 97 | -9 | 100 | 99 | 98 | -8 | 100 | -5
> Nc1sc(-c2ccccc2)cc1C(=O)O
→ 3 | 98 | -5 | 99 | -6 | 98 | 99 | 97 | -4 | 99 | -1
> O=S(=O)(N/N=C/c1ccc(OC2CSC2)cc1)c1ccccc1
→ 5 | 96 | 9 | 93 | 2 | 96 | 100 | 95 | 6 | 100 | 6
> COc1cc(C(=O)OCC(=O)c2c(N)n(C)c(=O)n(C)c2=O)ccc1OCCC(C)C
→ -1 | 96 | -5 | 98 | -3 | 96 | 97 | 100 | 0 | 95 | 1
> CCCCNC(=O)CSc1nc2ccc(C)cc2[nH]1
→ 0 | 99 | -4 | 98 | -3 | 98 | 99 | 99 | -2 | 100 | -2
> O=C1c2ccccc2C(Nc2ccc(Cl)cn2)N1Cc1ccccc1 (stereo not given)
→ -4 | 101 | -6 | 99 | -6 | 99 | 100 | 99 | -8 | 106 | 2
> CCCCC(=O)NNC(=S)NC(=O)c1ccc(C)cc1
→ -2 | 93 | 5 | 92 | -18 | 95 | 93 | 91 | 0 | 93 | 3
> CCOC(=O)N1N=C(c2ccccc2)CC1(O)C(C)(F)F (stereo not given)
→ 0 | 95 | -2 | 93 | 0 | 93 | 93 | 95 | -2 | 96 | 0
> CCCn1c(N)cc(=O)n(CCC)c1=O
→ -3 | 96 | -3 | 98 | -6 | 95 | 95 | 95 | -2 | 96 | -1
> O=C(CSc1nc2ccccc2s1)c1cc2ccccc2o1
→ -11 | 101 | -15 | 101 | -12 | 99 | 97 | 99 | -10 | 101 | -4
> COC(=O)c1ccc(N2CCCCC2)c(NS(=O)(=O)c2ccc(C)cc2)c1
→ -11 | 100 | -11 | 100 | -9 | 98 | 102 | 100 | -8 | 101 | 1
> CCN(C(=O)CCN1C(=O)c2ccccc2C1=O)C1CCCCC1
→ -1 | 102 | -8 | 100 | -4 | 98 | 103 | 100 | -8 | 104 | 0
> CCOc1ccc(C(=O)N(CN2CCCC2=O)c2ccc(C)cc2)cc1
→ -2 | 103 | 0 | 98 | -5 | 103 | 100 | 102 | 0 | 103 | -2
> O=C(CN1C2=NCCCN2c2ccccc21)c1ccc(Br)s1
→ -4 | 100 | -8 | 102 | -7 | 102 | 104 | 102 | -5 | 103 | 3
> CCOC(=O)N1CCC(NC(=O)c2cc(S(=O)(=O)N3CCCC3)cn2C)CC1
→ 0 | 97 | -7 | 96 | 0 | 95 | 97 | 95 | -1 | 98 | 0
> COc1ccc(C)cc1-n1nnnc1SCC(=O)N1CCC(C(=O)Nc2nccs2)CC1
→ 0 | 99 | -9 | 97 | -4 | 98 | 98 | 97 | -9 | 102 | 0
> Cc1ccc(C)c(NC(=S)NNC(=S)Nc2ccc(C(C)C)cc2)c1
→ -8 | 95 | -3 | 100 | -13 | 89 | 93 | 92 | -8 | 97 | -4

3 compounds already listed, sorted by heavy-atom count, smallest number first.
Fields: Bcl-XL Bim block | HRas wt GTP | Bim-Bfl-1 | Rab7 wt modul | Bim-Bcl-B | Rac1 mut GTP | Cdc42 wt | Rab2 wt GTP | Bim-Bcl-2 | Rac1 wt modul | Bim-Bcl-W
> CCCCNC(=O)CSc1nc2ccc(C)cc2[nH]1
→ 0 | 99 | -4 | 98 | -3 | 98 | 99 | 99 | -2 | 100 | -2
> Cc1ccc(C)c(NC(=S)NNC(=S)Nc2ccc(C(C)C)cc2)c1
→ -8 | 95 | -3 | 100 | -13 | 89 | 93 | 92 | -8 | 97 | -4
> Cc1ccc(S(=O)(=O)N(C)C)cc1NC(=O)CCNC(=O)c1ccccc1Cl
→ -6 | 99 | -6 | 97 | -9 | 100 | 99 | 98 | -8 | 100 | -5

Further compounds:
Fields: Bcl-XL Bim block | HRas wt GTP | Bim-Bfl-1 | Rab7 wt modul | Bim-Bcl-B | Rac1 mut GTP | Cdc42 wt | Rab2 wt GTP | Bim-Bcl-2 | Rac1 wt modul | Bim-Bcl-W
> O=C(CN1CCCCC1)NCCNC(=O)CN1CCCCC1
→ -4 | 100 | 0 | 101 | -1 | 98 | 101 | 101 | 0 | 100 | 0
> CCCc1n(CC)c2ccccc2[n+]1CC(O)COC1CCCCC1 (stereo not given)
→ 0 | 100 | -1 | 99 | 0 | 95 | 100 | 99 | 0 | 108 | 0
> COc1ccccc1NC(=O)c1sc2nc(Cc3ccccc3)cc(C(F)(F)F)c2c1N
→ -1 | 107 | 0 | 102 | -7 | 104 | 112 | 109 | -1 | 108 | 0
> Cc1ccc(C)c(NC(=O)c2c(Cl)nc3ccccn23)c1
→ 0 | 95 | -5 | 94 | -1 | 95 | 94 | 94 | -7 | 94 | 0
> C=CC1=C(C(=O)O)N2C(=O)C(NC(=O)Cc3ccccc3)C2SC1 (stereo not given)
→ -6 | 98 | -1 | 98 | -7 | 97 | 100 | 97 | 0 | 101 | -4
> O=C(Nc1ccccc1)c1cccc(S(=O)(=O)Oc2ccc([N+](=O)[O-])cc2)c1
→ -7 | 99 | -3 | 99 | -6 | 99 | 99 | 99 | -2 | 99 | -3
> CC(C)(C)NC(=O)COC(=O)Cc1ccc(Cl)cc1
→ -3 | 96 | -6 | 99 | 0 | 95 | 95 | 95 | 2 | 94 | 2
> COc1cc(NC(=O)c2ccc(COCC(F)(F)F)cc2)cc(OC)c1OC
→ 0 | 103 | -1 | 99 | 2 | 100 | 106 | 103 | -1 | 102 | 0
> CCC(Sc1ccc(Cl)cc1)C(=O)Nc1nnc(-c2cccc([N+](=O)[O-])c2)s1 (stereo not given)
→ -6 | 97 | -1 | 96 | -4 | 97 | 103 | 97 | 0 | 115 | -4
> COC(=O)c1ccc(C(c2c(N)n(Cc3ccccc3)c(=O)n(C)c2=O)N2CCOCC2)cc1 (stereo not given)
→ 0 | 97 | -1 | 95 | 1 | 96 | 97 | 96 | -1 | 100 | 0
> CN1CCN(CCCNC(=O)c2ccc(Cn3c(=S)[nH]c4ccc(Br)cc4c3=O)cc2)CC1
→ -8 | 100 | -12 | 107 | -10 | 99 | 98 | 100 | -3 | 100 | -7
> CCC(O)(CCN1CCCCC1)c1ccccc1 (stereo not given)
→ -3 | 98 | -2 | 102 | -2 | 98 | 103 | 102 | -4 | 102 | -2
> CCOc1ccc(C(C)=O)cc1CN1C(=O)NC(C)(C2CC2)C1=O (stereo not given)
→ 0 | 97 | -6 | 98 | 1 | 95 | 97 | 97 | 1 | 100 | 0
> O=C(c1ccccc1-c1nc(-c2ccccc2)no1)N1CCOCC1
→ -1 | 101 | 0 | 100 | 2 | 99 | 100 | 102 | 0 | 101 | 0
> CCOC(=O)Nc1cc(OC)c(OC)cc1Cc1nccc2cc(OC)c(OC)cc12
→ -9 | 102 | -19 | 99 | -14 | 102 | 104 | 103 | -9 | 106 | -2
> Cc1nc(N2CCOCC2)c2c(C)c(C(=O)Nc3ccc(F)cc3F)sc2n1
→ -5 | 101 | -5 | 104 | -4 | 99 | 102 | 102 | -5 | 105 | -4
> O=C1CC(N2CCCN(C3CC(=O)N(c4ccc(F)cc4)C3=O)CC2)C(=O)N1c1ccc(F)cc1 (stereo not given)
→ -4 | 102 | -11 | 104 | -4 | 99 | 102 | 99 | -8 | 105 | -5
> COCC(=O)N1CCC(n2nnc3cc(C(F)(F)F)ccc32)CC1
→ 0 | 93 | -2 | 95 | 3 | 94 | 97 | 93 | 0 | 101 | 4
> O=C(O)c1cc2c(N3CCC(Cc4ccccc4)CC3)ncnc2s1
→ -2 | 96 | -3 | 103 | 0 | 92 | 93 | 99 | -2 | 100 | -2
> Cc1ccc(S(=O)(=O)c2c(N)n(CC3CCOC3)c3nc4ccccc4nc23)cc1 (stereo not given)
→ -1 | 101 | -9 | 101 | -5 | 98 | 102 | 100 | -3 | 103 | 9
> O=C(COC(=O)c1cccs1)c1ccc2c(c1)OCCO2
→ -7 | 98 | -9 | 99 | -4 | 98 | 97 | 97 | -7 | 100 | -3
> CCNC(=O)C1CC(=O)N(CC)C(=Nc2cc(Cl)c(O)c(Cl)c2)S1 (stereo not given)
→ -2 | 102 | -4 | 102 | -11 | 99 | 101 | 100 | -9 | 107 | 1
> O=C(O)c1cc([N+](=O)[O-])ccc1NCc1ccccc1
→ -1 | 150*[activator] | -5 | 137*[activator] | -2 | 146*[activator] | 172*[activator] | 153*[activator] | -6 | 204*[activator] | -2
> Cc1ccnc(Sc2ccc([N+](=O)[O-])cc2[N+](=O)[O-])n1
→ -3 | 98 | -1 | 97 | -7 | 97 | 100 | 97 | -6 | 100 | -4
> O=C1NN=C(c2ccccc2)CC1c1ccc(Cl)cc1Cl (stereo not given)
→ -4 | 98 | -10 | 101 | -7 | 97 | 100 | 97 | -7 | 102 | -1
> O=C(O)CCCNC(=O)/C(=C\c1ccccc1F)NC(=O)c1ccccc1
→ -6 | 94 | -8 | 94 | -6 | 95 | 92 | 95 | -5 | 96 | -4
> O=S(=O)(O)CCN1CCOCC1
→ -2 | 100 | -10 | 102 | -5 | 100 | 103 | 101 | -4 | 108 | 4
> Cc1c(C(=O)c2ccc(F)cc2)c2ccccn2c1CCc1ccccn1
→ -2 | 95 | -5 | 102 | 11 | 93 | 96 | 96 | -5 | 94 | 0
> O=C(O)COc1cccc(NC(=O)C2CCCO2)c1 (stereo not given)
→ -7 | 102 | -8 | 101 | -6 | 99 | 100 | 100 | -5 | 101 | 4
> CN1CCN(NC(=O)COc2cccc(C(F)(F)F)c2)CC1
→ -5 | 101 | -11 | 97 | -7 | 102 | 99 | 101 | -5 | 100 | -4
> CNC(=S)Nc1ccc([N+](=O)[O-])cc1C
→ -3 | 99 | -1 | 98 | -7 | 98 | 103 | 97 | 0 | 97 | -2
> COc1ccc(CNC(=O)CN(C)S(=O)(=O)c2ccccc2)cc1
→ -3 | 96 | -7 | 93 | -7 | 95 | 93 | 95 | -6 | 99 | -3
> CCOC(=O)C1=C(c2ccccc2)NC(SCC(=O)NC2CCCCC2)=C(C#N)C1c1ccco1 (stereo not given)
→ 3 | 100 | 2 | 99 | 3 | 97 | 100 | 100 | -1 | 100 | 0
> CC(C)CCn1c(N)c(S(=O)(=O)c2cccs2)c2nc3ccccc3nc21
→ 6 | 92 | 10 | 92 | 10 | 95 | 91 | 95 | 5 | 93 | 15
> O=C(c1ccccc1)c1c[nH]c(C(=O)NCc2cccnc2)c1
→ 2 | 100 | 0 | 90 | 2 | 100 | 102 | 102 | 0 | 102 | 4
> COc1ccc(C)cc1S(=O)(=O)N1CCN(c2cccc(C(F)(F)F)c2)CC1
→ -9 | 102 | -12 | 100 | -7 | 98 | 100 | 102 | -9 | 102 | 1
